Assay outcomes: PubChem BioAssay, National Center for Advancing Translational Sciences (NCATS)
ERG-DNA inh: qHTS for Small Molecule Inhibitors of the ERG Ets/DNA interaction. fluorescence polarization, His-ERG Ets domain / labelled DNA. Potency, µM (doses to about 76.9 µM), inactives show at the highest dose FP activity, negative = inhibition, hits mostly inhibitors. actives 0.028% (n = 370,000). AID 624246, 2012; active = well fitted inhibition curve with a large enough effect in the polarisation, with a control signal flat; inconclusive = small, poorly fitted or top-dose-only effect, or effect the other way, or a change in a side signal; inactive = no such curve, though single readings can be large or run the other way; the % refers to the polarisation;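 also: polarization taken with two DNA probes labelled with fluorescein and Texas red; potency is read from the fitted curve at half-maximal effect; % of control where 0% means no effect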
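His-tagged ERG Ets domain (1 uM in the protein solution; 300mM KCl, 50mM Tris-HCl, 1mM EDTA, 1mM DTT, pH 7.5) received compound, then a probe mix of 5 nM fluorescein-DNA and 100nM Texas-615-DNA. Fluorescence polarization was read for both dyes.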
BAZ2B inh: qHTS Assay for Inhibitors of BAZ2B. actives 4.4% (n = 360,000). Potency, µM (top dose mostly 114 µM), inactives show top-dose activity change, negative = inhibition, hits mostly inhibitors. Bromodomain adjacent to zinc finger domain protein 2B (Homo sapiens), Q9UIF8. AlphaScreen BAZ2B-H3K14Ac peptide displacement; also: potency is read from the fitted curve at half-maximal effect; % is scaled to controls: 0 for no effect and ±100 for the full control effect; nearly all actives have a fitted effect of over 60% in size
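Inhibition is scored as reduced AlphaScreen emission. The BAZ2B/b-H3(5-23)K14Ac complex (50 nM each) in PBS pH 7.4, 0.01% Tween-20 meets compound (up to 110 uM) for 30 min at RT before bead addition.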
G9a inh: qHTS Assay for Inhibitors of Histone Lysine Methyltransferase G9a; Histone-lysine N-methyltransferase EHMT2 (Homo sapiens), Q96KQ7; Potency, µM (highest dose often 102 µM), without a hit: top-dose activity, negative = inhibition, actives largely listed as inhibitors; G9a H3K9 monomethylation, AlphaScreen, 2 h; actives 8.8% (n = 350,000); also: potency is read from the fitted curve at half-maximal effect; % is scaled to controls: 0 for no effect and ±100 for the full control effect; nearly all actives have a fitted effect of over 75% in size
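Readings reflect AlphaScreen signal from monomethyl-H3K9 antibody detection. HMT at 20 nM; substrate b-H3K9 500 nM; cofactor SAM 20 uM; 2 h RT reaction; compounds tested as titrations in qHTS with 15 min preincubation.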
12-LOX inh: Primary qHTS assay for inhibitors of human arachidonate 12S-lipoxygenase (ALOX12): Round 2. Polyunsaturated fatty acid lipoxygenase ALOX12 (Homo sapiens), P18054. purified 12hLO, xylenol orange hydroperoxide absorbance. Potency, µM (doses to about 108 µM), without a hit: at the top dose activity change, negative = inhibition, most hits filed as inhibitors. actives 1.1% (n = 580,000). AID 1671190, 2021; also: potency is read from the fitted curve at half-maximal effect; % is scaled to controls: 0 for no effect and ±100 for the full control effect
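Purified human 12hLO (150 nM final) in 25 mM Hepes, 0.01% Triton X-100, pH 7.0 was preincubated 15 min at room temperature with compound. Then 40 uM arachidonic acid was added, 30 min. Hydroperoxide was read by Fe-XO absorbance ratio 573/405 nm.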
HP1b binding inh: HTS for Inhibitors of HP1-beta Chromodomain Interactions with Methylated Histone Tails; Chromobox protein homolog 1 (Homo sapiens), P83916; AlphaScreen HP1-beta / biotin-H3K9me3 peptide binding; Potency, µM (series often up to 114 µM), without a hit: top-dose activity change, negative = inhibition, actives largely listed as inhibitors; actives 0.56% (n = 390,000); AID 540317, 2011; also: potency is read from the fitted curve at half-maximal effect; nearly all actives have a fitted effect of over 70% in size; inactives centre near 23
Target sequence (P83916 whole entry, looked up): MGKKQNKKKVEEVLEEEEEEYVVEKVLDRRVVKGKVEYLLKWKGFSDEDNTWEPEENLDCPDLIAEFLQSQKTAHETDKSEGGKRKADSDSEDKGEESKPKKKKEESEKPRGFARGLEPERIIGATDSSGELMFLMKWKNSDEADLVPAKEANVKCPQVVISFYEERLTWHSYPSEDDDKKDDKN
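HP1-beta protein (50 nM final) preincubated 30 min at room temperature with biotinylated H3(1-18)K9me3 peptide (50 nM) in PBS pH 7.4, 0.01% Tween-20, then compound added for 30 min. AlphaScreen streptavidin donor/nickel chelate acceptor beads (10 ug/mL final), 30 min dark, luminescence read.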
GLS inh: qHTS for Inhibitors of Glutaminase (GLS); Glutaminase kidney isoform, mitochondrial (Homo sapiens), O94925; GLS enzymatic activity, qHTS titration; Potency, µM (series often up to 45.5 µM), for inactives: at the top dose activity change, negative = inhibition, hits mostly inhibitors; actives 0.21% (n = 410,000); AID 624170, 2012; also: potency is read from the fitted curve at half-maximal effect; % is scaled to controls: 0 for no effect and ±100 for the full control effect
Target sequence (O94925 whole entry, looked up, canonical isoform): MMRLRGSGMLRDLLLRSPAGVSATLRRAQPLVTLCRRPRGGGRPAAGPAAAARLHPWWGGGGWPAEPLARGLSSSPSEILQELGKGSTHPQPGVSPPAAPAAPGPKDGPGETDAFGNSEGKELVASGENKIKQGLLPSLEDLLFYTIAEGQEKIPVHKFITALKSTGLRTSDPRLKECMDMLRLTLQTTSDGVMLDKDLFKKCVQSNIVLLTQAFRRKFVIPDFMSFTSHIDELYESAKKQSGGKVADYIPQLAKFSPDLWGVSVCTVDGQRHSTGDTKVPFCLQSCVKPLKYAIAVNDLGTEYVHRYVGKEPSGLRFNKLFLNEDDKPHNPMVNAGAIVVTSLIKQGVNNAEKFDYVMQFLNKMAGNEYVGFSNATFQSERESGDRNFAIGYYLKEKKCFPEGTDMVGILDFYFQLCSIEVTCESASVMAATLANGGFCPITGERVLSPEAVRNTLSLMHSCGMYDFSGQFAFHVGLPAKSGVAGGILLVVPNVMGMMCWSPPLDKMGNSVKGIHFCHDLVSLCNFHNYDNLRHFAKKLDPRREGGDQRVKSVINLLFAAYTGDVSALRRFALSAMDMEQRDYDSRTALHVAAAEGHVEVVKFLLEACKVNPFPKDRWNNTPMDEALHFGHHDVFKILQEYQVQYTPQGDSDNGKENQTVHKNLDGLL
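Coupled fluorescence readout: glutamate oxidase/HRP/Amplex Red detect glutamate formed by hKGA from L-glutamine (1 mM solution added). Buffer 45 mM KH2PO4 pH 8.2, 0.02% Tween-20; reads at t0 and 30 min RT.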
JMJD2A Tudor: qHTS Assay for Inhibitors of JMJD2A-Tudor Domain | AID 504339, 2011 | Lysine-specific demethylase 4A (Homo sapiens), O75164 | AlphaScreen JMJD2A-Tudor / H3K4me3 peptide binding | actives 4.4% (n = 390,000) | Potency, µM (highest dose often 114 µM), for inactives: top-dose activity change, negative = inhibition, most hits filed as inhibitors; also: potency is read from the fitted curve at half-maximal effect; % is scaled to controls: 0 for no effect and ±100 for the full control effect; nearly all actives have a fitted effect of over 50% in size
RGS4 inhibitor: Inhibitors of Regulator of G Protein Signaling (RGS) 4: qHTS; Transcreener GDP fluorescence polarization, RGS4-accelerated GTP hydrolysis; Regulator of G-protein signaling 4 (Homo sapiens), P49798; AID 504845, 2011; Potency, µM (highest dose often 114 µM), for the others: at the highest dose activity change, negative = inhibition, usual class: inhibitors; actives 0.039% (n = 390,000); also: potency is read from the fitted curve at half-maximal effect; % is scaled to controls: 0 for no effect and ±100 for the full control effect; nearly all actives have a fitted effect of over 75% in size; some results filed as inactive show a strong effect at the top dose
Target sequence (P49798 whole entry, looked up): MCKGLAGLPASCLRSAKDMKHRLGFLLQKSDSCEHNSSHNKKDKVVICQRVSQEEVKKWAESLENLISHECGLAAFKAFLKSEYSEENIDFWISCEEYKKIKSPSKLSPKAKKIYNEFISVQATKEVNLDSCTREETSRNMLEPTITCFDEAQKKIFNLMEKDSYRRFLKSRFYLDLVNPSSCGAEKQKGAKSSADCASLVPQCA
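MLSMR compounds (23 nl, pin-transferred) preincubated 10 min at room temperature with a 500nM (2x) first reagent, then RGS4 at 900nM (2x) plus Transcreener GDP mix added; fluorescence polarization (620/688 nm) read before and after 90 min at 30 °C.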
PI4K2A block: qHTS for small molecular inhibitors of PI4K2A; purified PI4K2A, ADP-Glo luminescence, 1 h; active compounds read low; activity change, negative = inhibition, % at 76.9 µM; actives 0.13% (n = 420,000); in the data active = activity change below about -50%; inconclusive = mostly about -30% to -49%;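 also: -100% = wells without enzyme as full effect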
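Compounds are screened against recombinant PI4K2A using PI as substrate and ATP, the latter dispensed at 300 microM. Reactions run one hour at ambient temperature before ADP-Glo detection; full inhibition defined by wells lacking enzyme.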
* marks the source's active call; other numbers are inactive results; ? = inconclusive; / = not tested or not shown; [ ] = remark or other dose. Unless noted, calls follow the shape of the dose curve; as a rule, active = well fitted curve in the direction sought with a large enough effect; inconclusive = small, poorly fitted or top-dose-only effect, or another doubt; inactive = no such curve, though single readings can be large; an effect the other way counts as inactive or inconclusive. Some of the compounds tested; the hit share may differ from the screen's.

SMILES	ERG-DNA inh	BAZ2B inh	G9a inh	12-LOX inh	HP1b binding inh	GLS inh	JMJD2A Tudor	RGS4 inhibitor	PI4K2A block
COc1ccc(O)c(/C=C2/SC(=S)N(Cc3ccccc3)C2=O)c1	15%	32µM*	4.5µM*	0%	?	0%	40µM*	-65%	32
COc1ccc(-n2nnnc2-c2ccccc2)cc1	/	0%	-15%	18%	16%	15%	-3%	23%	0
Cc1ccc(C)n1NC(=O)c1cccc(Cl)c1	3%	-10%	?	?	1%	5%	-35%	8%	-2
CC1(C2CC2)NC(=O)N(CC(=O)NCC(=O)Nc2ccc(F)c(F)c2F)C1=O (stereo not drawn)	11%	/	/	16%	14%[57 µM]	-8%	-10%	16%	-11
Cc1coc2cc3oc(=O)c(CCC(=O)N[C@@H](CCCNC(N)=O)C(=O)O)c(C)c3cc12	-8%	-1%	-11%	-3%	17%	1%	-2%	15%	0
COc1cc(NC(=S)NN2CCN(C)CC2)cc(OC)c1	1%	13%	?	0%	45%[activator]	25%	2%	-23%	7
CCNC(=O)CN(c1ccccc1OC)S(=O)(=O)c1cccs1	-2%	4%	4%[59 µM]	10%	8%	10%	-14%	19%	8
O=C(O)C1CCCCC1C(=O)NCc1ccc(Cl)c(Cl)c1 (stereo not drawn)	-1%	-10%	11%	-2%	-23%	6%	-30%	-33%[56.9 µM]	-1
CCn1nnnc1-c1ccc(OC)c(S(=O)(=O)Nc2ccc(S(N)(=O)=O)cc2)c1	7%	/	10%	-19%	37%	2%	-18%	-11%	1
Cc1ccc(S(=O)(=O)N2CCN(C(=O)CSC(=S)N3CCCC3)CC2)c(C)c1	-8%	-2%	17%[2.33 µM]	1%	23%	-6%	-8%	-24%	-4
CN1CCN(C(=O)c2ccc(CN3CCOCC3)cc2)CC1	1%	39%[activator]	?	0%	40%[activator]	-7%	-10%	-11%	-4
Cc1ccc(-c2noc(C3CCCN(S(=O)(=O)c4ccc(S(=O)(=O)N(C)C)cc4)C3)n2)o1 (stereo not drawn)	/	9%	19%[59 µM]	-1%	1%	-1%	-23%	27%	1
CCCCn1c(=O)[nH]c(=O)c2c1nc(-c1ccccc1F)n2Cc1ccccc1OC	4%	-28%	-45%	12%	22%	-1%	-31%	-23%	2
CCOC(=O)N1CCN(C(=O)c2ccccc2NC(=O)c2ccccc2Cl)CC1	-19%	-19%	36%	15%	21%	0%	-4%	-3%	4
O=S(=O)(c1ccc(Cl)cc1)c1ccccn1	/	9%	15%	-9%	17%	6%	-11%	12%	-3
CCC(C)C(=O)Nc1cc([N+](=O)[O-])ccc1Cl (stereo not drawn)	-2%	-6%	21%[59 µM]	?	35%	-1%	-9%	-7%	-4
O=C(NCC1OCCCN1S(=O)(=O)c1cc(F)ccc1F)C(=O)NC1CCCC1 (stereo not drawn)	0%	-12%	29%	3%	3%	6%	-12%	2%	6
COc1cc(Cl)c(C)cc1NC(=O)Cn1cc(S(=O)(=O)N2CCN(c3ccccc3F)CC2)c2ccccc2c1=O	-7%	-14%	-5%[59 µM]	?	21%	-1%	-10%	2%	-1
Cc1ccc(CN(C(=O)COc2ccc(C(C)C)cc2)C2CCS(=O)(=O)C2)o1 (stereo not drawn)	8%	?	?	?	-11%	1%	?	-9%	-1
COc1ccc(CCN2C(=O)c3[nH]nc(-c4ccccc4O)c3C2c2ccccc2)cc1OC (stereo not drawn)	-3%	15%	-6%[59 µM]	2%	31%	3%	15%[57.1 µM]	25%[11.4 µM]	1
Nc1cccc2c1C(=O)N(C(=O)c1ccc(S(=O)(=O)N3CCCCCC3)cc1)C2=O	-7%	-5%	?	?	101%[activator]	20%	11%	-31%	14
CCN1CCCC1CNS(=O)(=O)c1ccc(F)c(Cl)c1 (stereo not drawn)	11%	2%	14%	-16%	2%	1%	-5%	-4%	2
O=C(Oc1ccc([N+](=O)[O-])cc1)C1CC(=O)N(c2ccc3c(c2)OCCO3)C1 (stereo not drawn)	6%	/	/	?	-3%	-10%	?	29%	-6
COc1ccc(-c2cc(C(F)(F)F)nc(S(=O)(=O)CCC(=O)N3CCOCC3)n2)cc1	1%	4%	-9%[12.7 µM]	35%	65%[activator]	-6%	2%	-7%	1
CN(CC(=O)Nc1ccc(Cl)cc1)C1CCCCC1	-11%	-2%	12%	?	29%	-7%	0%	-34%	4

The list continues.
SMILES	ERG-DNA inh	BAZ2B inh	G9a inh	12-LOX inh	HP1b binding inh	GLS inh	JMJD2A Tudor	RGS4 inhibitor	PI4K2A block
Cc1ccc(S(=O)(=O)N2CCC(C(=O)N[C@@H](C)C(=O)NC3CCCCC3)CC2)cc1	0%	13%	?	0%	51%[activator]	10%	-15%	-16%	2
CCC(=O)NC(NC(=O)CC)C(Cl)Cl	-3%	6%	10%[0.501 µM]	-16%	15%	1%	-12%	-12%	2
CCCc1ccc(-c2ccc(/C=C/C(=O)O)cc2)nc1	0%	-1%	9%[59 µM]	-12%	13%	6%	-11%	27%	-3
CC12CCC(C(S(=O)(=O)Nc3ccccc3)C1=O)C2(C)C (stereo not drawn)	-7%	/	/	-19%	12%[57 µM]	8%	-8%	-11%	-1
O=C(CSc1ccccn1)N1CCN(c2cccc(Cl)c2)CC1	4%	-20%	2.8µM*	-9%	-1%	-5%	79µM*	?	0
N/C(=N\OC(=O)c1cccc(F)c1)c1ccccn1	2%	-3%	15%[0.0925 µM]	0%	35%	6%	-5%	11%	-7
COCCn1c(=O)[nH]c2cc(C(=O)Nc3cc(OC)c(OC)c(OC)c3)ccc2c1=O	-6%	-3%	19%	-9%	-21%	6%	-16%	11%	-4
O=C(NN=Cc1cccc2ccccc12)C(=O)NN=Cc1cccc2ccccc12	-10%	/	/	-11%	13%	-17%	-5%	15%	-3
COc1ccc(CN2CCN(C(=O)C3CCC(CNS(=O)(=O)c4ccccc4)CC3)CC2)c(OC)c1OC (stereo not drawn)	3%	-5%	-6%	-4%	40%[activator]	5%	-21%	-3%	-4
COC(=O)c1cc2sccc2n1Cc1ccc(F)cc1	-3%	259%[activator]	75%[activator][59 µM]	-16%	181%[activator]	2%	89%[activator]	7%	7
CCOC(=O)c1c(-c2ccc(F)cc2)csc1NC(=O)CN1C(=O)NC2(CCCCC2C)C1=O (stereo not drawn)	6%	-7%	3%[59 µM]	-15%	7%	5%	?	-1%	-2
O=C1c2[nH]nc(-c3ccccc3O)c2C(c2ccc(F)cc2)N1CC1CCCO1 (stereo not drawn)	-7%	?	-3%[12.7 µM]	-5%	29%	-6%	-12%	7%	3
CC(C)(C)N(NC(=O)Nc1ccc(F)cc1)C(=O)c1ccccc1	-9%	4%	15%[59 µM]	-23%	10%	4%	-7%	30%	-5
CC(C)NS(=O)(=O)c1ccc(OCC(=O)Nc2ccc3c(c2)OCO3)c(Cl)c1	4%	3%	-34%	-10%	20%	4%	-22%	29%	-3
O=C(Cc1cccc(C(F)(F)F)c1)NCc1cccc(Cl)c1	2%	15%	57%[activator][59 µM]	?	55%[activator]	1%	22%	-5%	-4
COc1ccc(Nc2ccncc2[N+](=O)[O-])cc1	-7%	?	15%[59 µM]	-5%	9%	3%	-32%	4%	-2
CC(=O)Nc1ccc(C(=O)OCC(=O)/C(C#N)=C(\C)N)cc1	5%	-20%	-8%	3%	8%	0%	-13%	20%	-4
COC(=O)[C@@]12CCCN1[C@H](c1ccc(-c3ccc(OC)cc3)c(OC)c1)[C@@H]1C(=O)N(C)C(=O)[C@@H]12	4%	-7%	-12%[2.33 µM]	-21%	9%	1%	?	-15%	1
CCN(C(=O)COC(=O)c1cc(C)oc1C)c1c(N)n(Cc2ccccc2)c(=O)[nH]c1=O	2%	11%	-4%[12.7 µM]	?	27%	4%	-16%	14%	-4
CSc1ccc(OC2CCN(Cc3ccccc3)CC2)cc1	/	-38%	-40%[59 µM]	-26%	-22%	4%	?	6%	-2
O=c1cc(-c2ccccc2)c2cc(Cl)c(O)c(CN3CCOCC3)c2o1	7%	4%	/	0%	41%[activator]	11%	-1%	0%	4
O=C(CCCN1C(=O)/C(=C/c2ccccc2Cl)SC1=S)NNC(=O)c1ccc(Cl)cc1	14%	-1%	3%[59 µM]	1%	75%[activator]	-6%	-4%[11.4 µM]	-7%[11.4 µM]	-5
COc1ccc(Cl)c(S(=O)(=O)N2CCCC2)c1	4%	-4%	-14%[59 µM]	165%[activator]	42%	1%	-16%	-9%	-3
COC(=O)c1cc(Br)c(=O)n(-c2cccc(F)c2)c1	1%	6%	6%[0.501 µM]	0%	75%[activator]	-1%	-5%[11.4 µM]	-9%[11.4 µM]	2
